TRPC4 potent = allosterically enhances the mouse TRPC4 cation channel; B-score at 10 µM; 310,000 tested, 0.42% active; HEK293 TRPC4beta/mu-opioid, DAMGO EC20, Fluo-4 Ca2+ flux; hits give high values;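 active = B-score of calcium response area above 5 SD of library B-scores, with initial fluorescence ratio within 5 SD of library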;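 also: B-score of integrated fluorescence ratio over time as area under calcium response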
TRPC6 inh = mouse TRPC6 channel inhibition; Q61143; HEK293-TRPC6, membrane potential dye, ACh-evoked depolarization; hits give low values; B-score at 10 µM; 310,000 tested, 1.1% active; AID 2553;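 active = B-score under library mean minus 3 SD, initial fluorescence not abnormally high, positive integrated signal ratio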;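 also: B-score derived from integrated fluorescence ratio over the kinetic read; more negative B-score means stronger inhibition of depolarization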
ANO1 block = blocks the mouse calcium-activated chloride channel TMEM16A | AID 588511 | HEK293 TMEM16A/YFP iodide influx fluorescence, ionomycin | 310,000 tested, 1.2% active | Q8BHY3 | normalized B-score (activity score, 25-100; higher = stronger inhibition) at 10 µM;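 active = ratio plate-corrected score three or more library SD toward inhibition, starting fluorescence score within five deviations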;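 also: score derived from kinetic fluorescence span divided by baseline fluorescence per well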
TRPC6 activator = activates the mouse TRPC6 cation channel; Q61143; HEK293-TRPC6 membrane potential dye fluorescence; hits give high values; B-score at 10 µM; 310,000 tested, 0.13% active; AID 2550;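 active = B-score of the integrated fluorescence ratio above library mean plus 3 SD, and starting fluorescence ratio within library mean plus 5 SD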;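 also: higher score means more depolarization so channel activation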
TRPC4 agonist = activators of mouse TRPC4 channel. HEK293 TRPC4beta/mu-opioid, Fluo4 calcium fluorescence; hits give high values. AID 2237. B-score at 10 µM. 310,000 tested, 0.49% active;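 active = B-score above 5 SD of library B-scores, and initial fluorescence ratio not above library mean plus 5 SD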;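 also: positive B-score marks a calcium rise read as TRPC4 activation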
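Assay system – TRPC4beta and mu-opioid receptor HEK293 stable cells · Measured by – Fluo4 fluorescence, kinetic · Schedule – dye loading 45 min room temperature, 110 s kinetic read · Read-out – B-scored integrated calcium fluorescence ratio · Controls – buffer and maximal DAMGO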
MrgX1 PAM = human MrgX1 positive allosteric modulation, primary screen. Q96LB2. MrgX1-HEK293, Fluo-4 calcium flux, FDSS; hits give high values. B-score at 10 µM. 310,000 tested, 0.63% active. AID 588675;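 active = plate-corrected calcium response at least 3 library SD above typical, normal starting fluorescence, not activating the receptor alone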;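 also: compound read alongside a low EC10 to EC30 dose of BAM8-22 agonist; peak minus trough fluorescence over baseline measured at the second addition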
Target sequence (Q96LB2 whole entry, looked up): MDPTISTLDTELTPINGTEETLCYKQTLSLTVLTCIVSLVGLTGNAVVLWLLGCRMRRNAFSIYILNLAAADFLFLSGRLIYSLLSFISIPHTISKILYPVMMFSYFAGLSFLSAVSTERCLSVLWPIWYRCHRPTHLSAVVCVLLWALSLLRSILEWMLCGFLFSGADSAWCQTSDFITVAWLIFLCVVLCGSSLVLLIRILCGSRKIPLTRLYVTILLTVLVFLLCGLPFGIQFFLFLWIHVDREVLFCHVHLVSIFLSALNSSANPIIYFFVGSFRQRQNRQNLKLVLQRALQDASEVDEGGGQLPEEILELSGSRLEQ
MrgX1 antag = antagonists of human MrgX1 receptor; Q96LB2; MRGX1-HEK293 calcium flux, Fluo-4, BAM8-22 antagonism; hits give low values; B-score at 10 µM; 310,000 tested, 1.3% active;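 active = calcium-response B-score plate-corrected more than 3 library SD below zero, starting fluorescence within 5 deviations, no agonist response on first addition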;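 also: peak minus trough fluorescence over baseline after final BAM8-22 challenge near maximal dose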
MrgX1 ag = agonists of human MrgX1 receptor | MrgX1-HEK293 cells, Fluo-4 calcium fluorescence, agonist mode; hits give high values | B-score at 10 µM | Q96LB2 | 310,000 tested, 0.44% active;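 active = calcium response B-score plate-corrected fluorescence ratio at least 3 library SD, with starting fluorescence B-score inside 5 SD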
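Material: MrgX1-expressing HEK293 cells / Dosing: compound as first of three additions / Incubation: overnight seeding, then 1 h dark dye loading / Signal: Fluo-4 NW calcium fluorescence / Evaluation: B-scored fluorescence response ratio / Benchmarks: positive and negative control wells on each plate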
TRPC4 inh = blocks the mouse TRPC4 cation channel. HEK293 TRPC4beta/mu-opioid, DAMGO-evoked Fluo4 calcium flux; hits give low values. B-score at 10 µM. 300,000 tested, 0.39% active. AID 2247;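 active = B-score over 3 SD under the library average, no early fluorescence shift, positive overall ratio signal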
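test system = HEK293 cells with stable TRPC4beta plus mu-opioid receptor expression | detection = Fluo4 Ca2+ flux fluorescence | read-out = integrated fluorescence ratio relative to baseline, converted to per-well B score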
TMEM16A act = activators or potentiators of mouse TMEM16A chloride channel | Q8BHY3 | HEK293 TMEM16A/YFP-H148Q/I152L, iodide quench fluorescence; hits give low values | B-score at 10 µM | 340,000 tested, 0.3% active | AID 623877;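 active = fluorescence-ratio B-score plate-corrected deviation score at least 3 library SD below zero, with starting fluorescence score within 5 deviations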;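 also: channel opened by trigger with iodide after compound preincubation; score built on the fluorescence ratio of max minus min over baseline; more negative score means more quench and so TMEM16A activation or potentiation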
SKKanGAS inh = inhibitors of SKKanGAS S. pyogenes growth in kanamycin (SK-promoter or general growth effect) | BacTiter-Glo, 6 h | 300,000 tested, 1.3% active | inhibition, % at 7.5 µM;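 active = mean replicate score, as percent of positive control median, at least 50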;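 also: strain carries kanamycin resistance gene driven by streptokinase promoter and grows in 40 µg/ml kanamycin; loss of luminescence reflects streptokinase promoter inhibition or plain growth inhibition; 0% = median of DMSO wells and 100% = positive control at its reference dose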
The depositor's hits bear a star; i = inactive; . = not tested or not shown.

SMILES,TRPC4 potent,TRPC6 inh,ANO1 block,TRPC6 activator,TRPC4 agonist,MrgX1 PAM,MrgX1 antag,MrgX1 ag,TRPC4 inh,TMEM16A act,SKKanGAS inh
CCOC(=O)CC(=O)CSc1nc(-c2ccc3c(c2)OCO3)cc(C(F)(F)F)c1C#N,i,i,i,i,i,i,i,i,i,i,22.7
Cc1ccc(N)cc1CN1CCCC1=O,i,i,i,i,i,i,i,i,i,i,1.3
S=c1[nH]c2ccccc2n2c(=S)[nH]nc12,i,i,i,i,i,i,i,i,i,i,7.7
COc1ccc(Cc2noc(CN3CCN(Cc4csc(C)n4)CC3)n2)cc1OC,i,i,i,i,i,i,i,i,i,i,-2.4
Cc1ccc(S(=O)(=O)N2Cc3ccccc3CC2C(=O)Nc2ccc3c(c2)OCO3)cc1 (centres undefined),i,i,i,i,i,i,i,i,i,i,6.7
O=C(c1ccc2ccccc2c1)c1c[nH]cc1-c1ccccc1,i,i,i,i,i,i,i,i,i,i,-6.3
COc1ccc2oc(=O)c(C(=O)C[n+]3cccc(C)c3)cc2c1,i,-8.36*,i,i,i,i,i,i,i,i,0.0
C=CCC1NS(=O)(=O)OCC1NC(=O)OCC(Cl)(Cl)Cl (centres undefined),i,i,i,i,i,i,i,i,i,i,-2.9
Cc1cccc(OCc2nnc(SCC(=O)N3CCCC3)o2)c1,i,i,i,i,i,i,i,i,i,i,-3.3
Cc1ccc(NC(=O)c2cc([N+](=O)[O-])ccc2N2CCCC2)cc1,i,i,i,i,i,i,i,i,i,i,-1.8
O=C(NCCN1C(=O)C2C3C=CC(C3)C2C1=O)NCc1ccccc1 (centres undefined),i,i,i,i,i,i,i,i,i,i,-5.2
O=C(COc1ccc(S(=O)(=O)Nc2ccccc2)cc1)NCc1ccncc1,i,i,i,i,i,i,i,i,i,i,5.4
COCCN1C(=O)c2cc(C(=O)Nc3ccc(C)c(F)c3)ccc2C1Nc1ccc(C)c(F)c1 (centres undefined),i,i,i,i,i,i,i,i,i,i,7.0
COc1cccc(C(=O)N[C@@H](C)C(=O)N2CCC3(CC2)NCCc2[nH]cnc23)c1,i,i,i,i,i,i,i,i,i,i,-1.5
Cc1cc(C)nc(N2CCN(c3ncnc4c3cnn4Cc3ccc(Cl)cc3Cl)CC2)n1,i,i,100*,i,i,i,i,i,i,.,-10.4
CCN1CC(CN(C)Cc2cn(-c3cccc(C)c3)nc2-c2cccc(F)c2)CC1=O (centres undefined),i,i,i,i,73*,i,i,i,i,i,-8.1
O=C(Nc1ccc(Br)cn1)c1cccc(-c2cc3ccccc3oc2=O)c1,i,i,i,i,i,i,i,i,i,i,0.8
Cn1c(SCc2ccccc2)nnc1-c1ccco1,i,i,i,i,i,i,i,i,i,i,2.9
Cc1ccc(NC(=O)CSc2nnc3ccccn23)cc1S(=O)(=O)N1CCOCC1,i,i,i,i,i,i,i,i,i,i,-4.9
CN1CCc2c(sc(NC(=O)c3ccc(S(=O)(=O)N4CCc5ccccc54)cc3)c2C(N)=O)C1,i,i,i,i,i,i,i,i,i,.,-13.4
Cc1nc2ccccc2c(=O)n1Cc1ccc([N+](=O)[O-])cc1,i,i,i,i,i,i,i,i,i,i,-4.4
Cc1ccn2cc(CC(=O)O)nc2c1,i,i,i,i,i,i,i,i,i,i,-5.8
CC1CCCC(C)N1C(=O)Cn1cnc2cc([N+](=O)[O-])ccc2c1=O (centres undefined),i,i,i,i,i,i,i,i,i,i,-6.0
Cn1c(-c2ccc(F)cc2)cnc1SCC(=O)N1CCCCC1,i,i,i,i,i,i,i,i,i,i,-7.1
CCC(C)NC(=O)CC(c1ccccc1)c1cc(C)ccc1O (centres undefined),i,i,i,i,i,i,i,i,i,i,8.1
Cc1ccc(Nc2nc(=O)c3cc([N+](=O)[O-])ccc3s2)cc1,i,i,i,i,i,i,i,i,i,i,0.4
CCN(CC)S(=O)(=O)c1ccc(OC)c(NC(=O)c2cccc([N+](=O)[O-])c2C)c1,i,i,i,i,i,i,i,i,i,i,-8.5
COCCn1nnnc1C(c1ccc(Cl)cc1)N1CCN(C(=O)c2ccco2)CC1 (centres undefined),i,i,i,i,i,i,i,i,i,i,-2.9
Cc1cc(C)[n+](-c2ccc(C(C)C)cc2)c2[nH]c(=O)[nH]c(=O)c12,i,i,i,i,i,i,i,i,i,i,-5.1
COC(=O)C1C(=O)NCC1c1ccccc1 (centres undefined),i,i,i,i,i,i,i,i,i,i,-1.3
O=C1CC2(CCCCC2)Oc2ccc(O)cc21,i,i,i,i,i,i,i,i,i,i,-1.4
Cc1ccc(C(=O)NNC(=O)Cn2nnc3ccccc32)cc1,i,i,i,i,i,i,i,i,i,i,-3.4
O=C(/C=C/c1ccc2c(c1)OCCO2)c1ccccc1,i,i,i,i,i,i,i,i,i,i,1.1
CC1Oc2ccccc2N(Cc2ccccc2Cl)C1=O (centres undefined),i,i,i,i,i,i,i,i,.,i,-1.5
CCc1nccn1S(=O)(=O)c1ccc2ccccc2c1,i,i,i,i,i,i,i,i,i,i,-4.6
CC1=C(C)C(O)N(Cc2ccccc2)C1=O (centres undefined),i,i,i,i,i,i,i,i,i,i,5.1
O=C(NCc1ccccc1Cl)C(=O)NCC1OCCN1S(=O)(=O)c1ccc(F)cc1 (centres undefined),i,i,i,i,i,i,i,i,i,i,-5.5
O=C(Nc1ccccc1)c1ccc(NC2CCCCC2)c(S(=O)(=O)N2CCOCC2)c1,i,i,i,i,i,i,i,i,i,i,13.6
COc1cc2c(cc1OC)CN(C(=O)c1oc3ccccc3c1C)CC2,i,i,i,i,i,i,i,i,i,i,-2.0
CN(C(=O)CSc1nnc(N)s1)c1c(N)n(Cc2ccccc2)c(=O)[nH]c1=O,i,i,i,i,i,i,i,i,i,i,9.8
CCC(C(=O)NC(C)CCc1ccco1)n1nc(C)n2c(cc3occc32)c1=O (centres undefined),i,i,i,i,i,i,i,i,i,i,-3.8
O=C(NCC1CCCO1)c1nn2c(C(F)(F)F)cc(-c3ccc(Br)o3)nc2c1Br (centres undefined),i,i,i,i,i,i,i,i,i,i,9.2
Cc1cccc(NC(=O)c2ccccc2NC(=O)C2CCCCC2)c1C,i,i,i,i,i,i,-4.97*,i,i,i,0.4
CCC(C)(C)NC(=O)C(c1ccc(C)cc1)N(Cc1ccco1)C(=O)CCC(=O)Nc1nccs1 (centres undefined),i,i,i,i,i,i,i,i,i,i,2.8
CCOc1ccc(NC(=O)C2CCN(S(C)(=O)=O)CC2)cc1,i,i,i,i,i,i,i,i,i,i,3.1
COc1cc(Br)c(CC(=O)NC2CC2)cc1OC,i,i,i,i,i,i,i,i,i,i,-3.1
COc1ccc(C)cc1NC(=O)c1sc2ncnc(N3CCN(c4ccccn4)CC3)c2c1C,i,i,i,i,i,i,i,i,i,i,26.2
O=S(=O)(c1ccccc1)C(/C=N\O)/C=C/c1ccccc1 (centres undefined),i,i,i,i,i,i,i,i,i,i,3.5
COc1cccc(C(=O)CC(=O)C(=O)Nc2ccc([N+](=O)[O-])cc2C)c1,i,i,i,i,i,i,i,i,i,i,0.4
COc1ccc(C(=O)CNc2ccc(C)cc2C)cc1,i,i,i,i,i,i,i,i,i,i,1.9

Next structures follow:
SMILES,TRPC4 potent,TRPC6 inh,ANO1 block,TRPC6 activator,TRPC4 agonist,MrgX1 PAM,MrgX1 antag,MrgX1 ag,TRPC4 inh,TMEM16A act,SKKanGAS inh
O=C1CCC(C(=O)OCc2nnc(-c3ccccc3)o2)=NN1,i,i,i,i,i,i,i,i,i,i,-1.0
COC(=O)Cn1c(=O)c2c(nc3n2CC(C)CN3CCc2ccccc2)n(C)c1=O (centres undefined),i,i,.,i,i,.,.,.,i,i,-3.6
C/C(=N\S(=O)(=O)c1ccc(C)cc1)NC(=S)Nc1ccc(C)cc1,i,i,i,i,i,i,i,i,i,i,-12.9
CCC(=O)NCc1cc(-c2nn(C)c(=O)c3ccccc23)ccc1OC,i,i,i,i,i,i,i,i,i,i,3.3
CC(NC(=O)c1ccc(Br)cc1)c1ccc2c(c1)CCCC2 (centres undefined),i,i,i,i,i,i,i,i,i,i,27.2
Cc1cccc(NC(=O)N2CCCCCC2)c1C,i,i,i,i,i,i,i,i,i,i,1.6
CCOc1ccccc1-n1nnnc1SCC(=O)Nc1cc2oc3ccccc3c2cc1OC,i,i,i,i,i,i,i,i,i,i,3.5
Cc1cccc(C)c1NC(=O)CCCN1CC(C)OC(C)C1 (centres undefined),i,i,i,i,i,i,i,i,i,i,1.4
N/C(=N\OC(=O)/C=C/c1ccccc1)c1cccnc1,i,i,i,i,i,i,i,i,i,i,-8.8
COc1ccc(C2C(C#N)=C(N)Oc3c2oc(CO)cc3=O)cc1 (centres undefined),i,i,i,i,i,i,i,i,i,i,-0.8
CCCCc1ccc(NC2=NCC(=O)N2CCc2ccccc2)cc1,i,i,i,i,i,i,i,i,i,i,-8.3
CCCC(CCC)C(=O)NCCN1CCOCC1,i,i,i,i,i,i,i,i,i,i,0.6
Cc1ccc(C(=O)c2cc(C)sc2N)cc1,i,i,i,i,i,i,i,i,i,i,-7.1
COc1cc(/C=N/NC(=O)C(=O)NCC2CCCO2)ccc1OCC(=O)N1CCOCC1 (centres undefined),i,i,i,i,i,i,i,i,i,i,10.0
O=C(Nc1ccccc1-c1nc2ccccc2[nH]1)c1ccc(S(=O)(=O)N2CCCCC2)cc1,i,i,.,i,i,.,.,.,i,i,20.8
CC(C)OC(=O)C(C#N)c1nc2ccccc2nc1N1CCN(Cc2ccccc2)CC1 (centres undefined),i,i,i,i,i,i,i,i,i,i,9.0
CCC(C)(C(=O)NC1CCCC1)N(C)C(=O)c1ccccn1 (centres undefined),i,i,i,i,i,i,i,i,i,i,-12.2

Screening results (PubChem BioAssay)
